# ERp5 block: inhibitors of human ERp5. ERp5 insulin aggregation, absorbance 650 nm, 90 min. inhibition, % at 9.99 µM. AID 651711. 0.05% of 350,000 active;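 active = mean replicate inhibition above about 25%, with every replicate also reaching it, limit read from the data, passing the limit was not always enough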
# RAD52 inh: blocks human RAD52 DNA annealing; P43351; recombinant RAD52 DNA annealing, FRET fluorescence; inhibition, % at 18.7 µM; 0.46% of 360,000 active; AID 651710;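 active = every replicate showing at least 50% inhibition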
# RAD54 inh: RAD54 (human) branch migration inhibition; Q92698; RAD54 Holliday junction branch migration, FAM/BHQ fluorescence; inhibition, % at 10.4 µM; 0.14% of 360,000 active; AID 602329;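 active = mean normalized replicate activity at least 40 and at least half of replicates scoring 40 or more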;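 also: 0% = median of neutral control wells and 100% = median of positive control wells; inhibitors cause a drop in the FAM fluorescence signal; in these data hits start at about 50%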
# E-selectin induc: E-selectin induction on HUVECs | P16581 | AID 686992 | activation, % at 7.58 µM | HUVEC E-selectin immunofluorescence imaging; normalized: neutral wells 0, TNF-alpha wells 100 | 0.37% of 260,000 active;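 active = mean E-selectin-positive cell signal at least 10% of the positive control, reached in at least 60% of replicates, without over 20% cell loss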;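 also: in these data hits start at about 27%; measured in HUVEC primary endothelial cells; signal is the percent of cells scored E-selectin positive by PE staining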
# Target sequence (P16581 whole entry, looked up): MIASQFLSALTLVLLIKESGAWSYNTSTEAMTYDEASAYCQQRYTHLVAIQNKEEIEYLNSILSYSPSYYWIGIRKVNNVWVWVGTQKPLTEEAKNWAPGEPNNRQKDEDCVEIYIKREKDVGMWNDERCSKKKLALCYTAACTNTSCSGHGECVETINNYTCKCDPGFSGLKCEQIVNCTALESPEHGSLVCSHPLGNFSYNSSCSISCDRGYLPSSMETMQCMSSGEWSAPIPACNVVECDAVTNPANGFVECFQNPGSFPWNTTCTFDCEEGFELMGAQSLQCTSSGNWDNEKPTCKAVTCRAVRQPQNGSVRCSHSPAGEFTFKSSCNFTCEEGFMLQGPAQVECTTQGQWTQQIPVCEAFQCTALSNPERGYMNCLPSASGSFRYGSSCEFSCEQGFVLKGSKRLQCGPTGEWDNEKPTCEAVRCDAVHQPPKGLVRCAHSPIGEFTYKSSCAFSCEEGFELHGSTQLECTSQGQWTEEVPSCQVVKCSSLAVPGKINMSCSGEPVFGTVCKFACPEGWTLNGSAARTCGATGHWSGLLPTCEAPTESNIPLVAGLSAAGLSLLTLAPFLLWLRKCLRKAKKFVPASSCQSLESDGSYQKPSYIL
#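 Test system: HUVEC; input: 3,000 HUVEC/well; measured by: immunofluorescence imaging; read-out: % PE-positive cells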
# S100A4 MyoIIA: S100A4-myosin IIA interaction inhibition; 0.14% of 360,000 active; S100A4/TAMRA-MyoIIA peptide fluorescence polarization; inhibition, % at 10.7 µM; P26447;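 active = mean inhibition of at least 70% across replicates, with every replicate also reaching that level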
# Target sequence (P26447 whole entry, looked up): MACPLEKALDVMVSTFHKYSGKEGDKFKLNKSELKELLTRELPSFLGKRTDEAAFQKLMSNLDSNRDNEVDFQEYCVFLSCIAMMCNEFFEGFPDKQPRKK
#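 System – human S100A4 monomer protein, biochemical binding assay · Buffer or medium – Calcium-containing HEPES buffer, pH 7.2 · Timing – 5 min between mix addition and reading · Also added – TAMRA-labelled myosin IIA heavy-chain peptide probe, 5 nM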
# ERAP1 inh: inhibitors of human ERAP1 aminopeptidase. Q9NZ08. recombinant ERAP1, Leu-AMC fluorescence, 60 min. inhibition, % at 10.7 µM. 0.15% of 340,000 active. AID 652197;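 active = mean replicate inhibition of at least 30%, or all replicates individually reaching that 30% level; inactive = mean below 30% and not every replicate reaching it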;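 also: 0% = neutral control wells and 100% = L-leucinethiol positive control wells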
# XiGFP reactiv: reactivates the inactive X chromosome in mouse fibroblasts. AID 743238. activation, % at 7.58 µM. 0.055% of 360,000 active. XiGFP mouse fibroblasts, % GFP-positive cells imaging, 3 d; cells co-treated with 5-aza-dC sensitizer; scaled so ellipticine positive control = 100%;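 active = mean normalized replicate activation at least 10% and every replicate at or above 10%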;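 also: 0% = median of on-plate neutral control wells and 100% = ellipticine 6 µM median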
#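 Assay system – SV40-immortalized XiGFP fibroblast cells, line 68-5-11 · Buffer or medium – DMEM supplemented with 5-aza-dC as sensitizing agent · Dosing – one concentration, pinned · Benchmarks – positive control ellipticine, 6 µM final · Times – 3 days compound exposure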
# esBAF inh: blocks esBAF chromatin remodeling in mouse ES cells. Bmi1-luciferase knock-in reporter, 24 h; 100% = twice the neutral-well signal. reporter increase, % at 12.5 µM. 2% of 350,000 active. AID 602393; in the data active = activation above about 40%;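 also: 0% = median of the plate's neutral control wells and 100% = double that signal; a rise in the Bmi1 reporter signal indicates esBAF inhibition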
# Active calls of the source: *; . = no result given.
no. | SMILES | ERp5 block | RAD52 inh | RAD54 inh | E-selectin induc | S100A4 MyoIIA | ERAP1 inh | XiGFP reactiv | esBAF inh
1 | COc1ccccc1CNC(=O)C[C@@H]1C[C@H]2c3cc(NC(=O)NC4CCCC4)ccc3O[C@H]2[C@H](CO)O1 | -3 | 5 | -4 | 0.0 | -1 | 5 | 0.2 | 2
2 | CN(C)C(=O)[C@H]1[C@H](CO)[C@H]2Cn3c(ccc(-c4cncnc4)c3=O)[C@H]2N1Cc1cc(F)ccc1F | -5 | -9 | -10 | -0.2 | -13 | 0 | 0.0 | 2
3 | Cn1nc2c3ccccc3n(Cc3ccc(F)cc3)c2nc1=S | -3 | -14 | . | . | 0 | . | -0.1 | .
4 | COc1ccc(CN(C)C[C@@H]2OCCCC[C@@H](C)Oc3ccc(NC(=O)CCCCCC(=O)Nc4ccccc4N)cc3C(=O)N([C@H](C)CO)C[C@@H]2C)cc1 | 3 | 1 | . | 0.3 | 7 | 5 | 0.0 | .
5 | O=C(c1cc(COc2ccc3ncccc3c2)on1)N1CCC(O)CC1 | 13 | -20 | -4 | . | 2 | -3 | 0.1 | -8
6 | CC(=O)N1CC[C@@H]2[C@@H](CO)Nc3ccc(C#Cc4cccnc4)cc3[C@@H]21 | -4 | 0 | 5 | 0.7 | -3 | 2 | 0.0 | 1
7 | COc1ccc(C(C)=O)cc1CN1C(=O)NC2(CCCCCCC2)C1=O | 0 | -16 | -6 | . | -5 | 0 | 0.0 | 1
8 | C[C@@H]1CN([C@H](C)CO)C(=O)c2cc(NC(=O)Nc3ccccc3)ccc2O[C@H]1CN(C)C(=O)Nc1ccc(C(F)(F)F)cc1 | -6 | -19 | -5 | 2.1 | -9 | 1 | 0.1 | 0
9 | CCOP(=O)(OCC)c1nc(-c2ccccc2Cl)oc1N1CCOCC1 | 1 | -7 | 2 | . | 1 | 0 | 0.0 | .
10 | O=C(O)c1cccc(S(=O)(=O)NCCC(c2ccccc2)c2ccccc2)c1 | 2 | -11 | . | 10.0 | 0 | -5 | -0.2 | .
11 | Cc1ccsc1C(=CCCN1CCC[C@@H](C(=O)O)C1)c1sccc1C | 2 | -9 | -9 | -0.3 | 0 | -3 | 0.2 | 1
12 | CCN(C(=O)CN1CCOCC1)C1(C)C(=O)c2ccccc2C1=O | 4 | -13 | . | . | 3 | -3 | 0.0 | .
13 | Cc1noc(C)c1NC(=O)Nc1ccc2c(c1)C(=O)N([C@@H](C)CO)C[C@@H](C)[C@@H](CN(C)C)OCCCC[C@H](C)O2 | 4 | -14 | 2 | 0.5 | 3 | -1 | 0.5 | 3
14 | CN(C)/C=C/C(=O)c1ccc(Oc2ncccn2)cc1 | 0 | -56 | . | . | -4 | 2 | 0.0 | .
15 | Cc1nc(SC(C)C(=O)NCC2CCCO2)c2cc(-c3ccccc3)sc2n1 (configuration not stated) | 3 | -56 | 8 | -2.3 | -5 | 4 | 0.5 | .
16 | CC(NC(=O)CNC(=O)Cc1cccc2ccccc12)c1ccc(S(N)(=O)=O)cc1 (configuration not stated) | 3 | -6 | 2 | -0.6 | 0 | 1 | 0.3 | .
17 | CN(CC(=O)NCc1ccccc1Cl)CC(=O)Nc1cccc(F)c1 | 2 | -12 | -5 | -3.6 | 0 | -1 | 0.0 | 0
18 | Cc1[nH]c2ccccc2c1C(=O)NS(=O)(=O)Nc1ccccc1 | -2 | 0 | . | . | 2 | -4 | 0.0 | 9
19 | CCN(c1ccccc1)S(=O)(=O)c1ccc(Oc2ccc(C(C)=O)cc2OC)nc1 | -6 | -8 | 2 | 3.3 | -13 | 0 | 0.2 | 6
20 | CCN(CC(=O)NC1CCS(=O)(=O)C1)C(C)C(=O)Nc1ccc(F)cc1 (configuration not stated) | 2 | -11 | -3 | -0.7 | 3 | -4 | -0.1 | -1
21 | O=C(COC(=O)C1CCN(S(=O)(=O)c2ccccc2)CC1)NC(=O)c1ccc(OC(F)F)cc1 | -2 | -19 | . | -0.4 | -4 | -1 | 0.0 | .
22 | NC(=O)c1ccc(NC(=O)COC(=O)c2ccc(Br)c(S(=O)(=O)N3CCOCC3)c2)cc1 | 0 | -18 | -2 | 0.4 | -13 | 3 | 0.3 | -1
23 | C[C@@H]1CN([C@H](C)CO)C(=O)c2cc(/C=C/c3ccccc3)cnc2O[C@@H]1CN(C)S(C)(=O)=O | -3 | 13 | 2 | -0.9 | 14 | -1 | -0.5 | 2
24 | CCN(C[C@H]1N[C@@H](CO)[C@@H]1c1ccc(-c2ccc(F)cc2)cc1)C(=O)COC | -1 | -86 | -11 | -0.2 | -7 | . | 0.0 | -12
25 | C[C@@H]1CN([C@@H](C)CO)C(=O)c2cc(NC(=O)Nc3ccccc3)ccc2O[C@@H]1CN(C)C(=O)Nc1ccccc1 | -2 | 1 | 1 | 0.1 | -10 | 0 | 0.0 | 0
26 | C[C@@H]1CN([C@@H](C)CO)C(=O)Cc2cc(NS(=O)(=O)c3cn(C)cn3)ccc2O[C@H]1CN(C)S(=O)(=O)c1cccs1 | -7 | -1 | -6 | -0.1 | 12 | 4 | -0.6 | -2
27 | COc1cccc(-c2ccc3n(c2=O)C[C@H]2[C@H](CO)[C@@H](C(=O)N(C)C)N(C(=O)C4CC4)[C@@H]32)c1 | 4 | 10 | -1 | -0.1 | 1 | -3 | 0.3 | -1
28 | COc1ccc(NC(=O)c2ccccc2SC)c(OC)c1 | 0 | -13 | . | . | 11 | -1 | 0.1 | .
29 | CC=Cc1ccc2n(c1=O)C[C@@H]1[C@@H](CO)[C@H](C(=O)NCC3CC3)[C@H]2N1Cc1ccccc1OC (mixture of isomers) | -4 | -13 | -3 | 0.0 | -39 | -1 | 0.1 | 8
30 | CC1(C(=O)NS(=O)(=O)c2cccc(Cl)c2)CCN1C(=O)C1(c2ccccc2)CC1 (configuration not stated) | 9 | -11 | -2 | 0.1 | 0 | 9 | 0.0 | 1

# 2 consecutive records from above:
no. | SMILES | ERp5 block | RAD52 inh | RAD54 inh | E-selectin induc | S100A4 MyoIIA | ERAP1 inh | XiGFP reactiv | esBAF inh
29 | CC=Cc1ccc2n(c1=O)C[C@@H]1[C@@H](CO)[C@H](C(=O)NCC3CC3)[C@H]2N1Cc1ccccc1OC (mixture of isomers) | -4 | -13 | -3 | 0.0 | -39 | -1 | 0.1 | 8
30 | CC1(C(=O)NS(=O)(=O)c2cccc(Cl)c2)CCN1C(=O)C1(c2ccccc2)CC1 (configuration not stated) | 9 | -11 | -2 | 0.1 | 0 | 9 | 0.0 | 1

# Further compounds:
no. | SMILES | ERp5 block | RAD52 inh | RAD54 inh | E-selectin induc | S100A4 MyoIIA | ERAP1 inh | XiGFP reactiv | esBAF inh
31 | Cc1cccc(NC(=O)Nc2ccc3c(c2)C(=O)N(C)[C@@H]2CC[C@@H](CC(=O)O)O[C@@H]2CO3)c1 | 1 | -2 | 7 | 0.0 | -1 | -4 | 0.3 | 3
32 | COc1ccc(C(CNC(=O)c2ccc(OC)c(S(=O)(=O)N3CCCC3)c2)N2CCCC2)cc1 (configuration not stated) | -2 | -70 | -6 | -0.7 | -7 | 2 | 0.1 | -1
33 | COc1ccc(C2CC(c3ccc(Cl)cc3Cl)Nc3nc(N)nn32)cc1OC (configuration not stated) | -6 | 1 | -1 | -0.2 | 5 | . | 0.3 | 1
34 | Cc1noc(C)c1S(=O)(=O)Nc1cccc2c1O[C@H](CN(C)C(=O)Nc1ccccc1)[C@H](C)CN([C@@H](C)CO)C2=O | -11 | -44 | 3 | -0.1 | -22 | 4 | -0.7 | 0
35 | O=c1cnc2ccccc2n1CC1CCCCC1 | 4 | -3 | . | . | -1 | 6 | . | .
36 | CCS(=O)(=O)N1CC(=O)N2[C@@H](CO)[C@H](c3ccc(C#CC4CC4)cc3)[C@@H]2C1 | -2 | -17 | . | 0.3 | 55 | 2 | 0.0 | .
37 | CCOc1ccc(NC(=O)c2cc([N+](=O)[O-])ccc2N2CCOCC2)cc1 | 3 | -15 | 3 | -0.3 | -8 | -1 | 0.0 | 6
38 | Cc1cc(=O)n2[nH]c(-c3sccc3-n3c(C)ccc3C)cc2n1 | 3 | -2 | . | -0.6 | -6 | -3 | 0.3 | .
39 | CCc1noc(C)c1C(=O)NNC(=O)c1ccccc1F | 5 | -10 | -1 | -0.3 | 2 | 0 | -0.2 | 38
40 | S=c1c2[nH]cnc2ncn1CCSc1ncnc2nc[nH]c12 | 6 | -7 | . | 0.4 | 8 | 1 | 0.0 | .
41 | CCCCCCCCCOC(=O)C(CC(=O)O)N1CCOCC1 (configuration not stated) | -6 | -22 | 5 | . | -5 | -2 | . | 0
42 | CC(=O)c1c(C)[nH]c(C(=O)OCC(=O)Nc2ccc([N+](=O)[O-])cc2Cl)c1C | 2 | -16 | . | 0.8 | -15 | 4 | 0.2 | .
43 | CCc1ccc(OCC(=O)NC(C)C)cc1 | -6 | -9 | 5 | . | -2 | -1 | 0.0 | 7
44 | COc1ccccc1N1CCN(C(=O)c2ccccc2SCC(=O)NCc2ccco2)CC1 | -4 | -1 | 8 | . | -10 | -4 | -0.1 | .

# Some of these compounds in order of length of the SMILES, rising:
no. | SMILES | ERp5 block | RAD52 inh | RAD54 inh | E-selectin induc | S100A4 MyoIIA | ERAP1 inh | XiGFP reactiv | esBAF inh
43 | CCc1ccc(OCC(=O)NC(C)C)cc1 | -6 | -9 | 5 | . | -2 | -1 | 0.0 | 7
41 | CCCCCCCCCOC(=O)C(CC(=O)O)N1CCOCC1 (configuration not stated) | -6 | -22 | 5 | . | -5 | -2 | . | 0
40 | S=c1c2[nH]cnc2ncn1CCSc1ncnc2nc[nH]c12 | 6 | -7 | . | 0.4 | 8 | 1 | 0.0 | .
38 | Cc1cc(=O)n2[nH]c(-c3sccc3-n3c(C)ccc3C)cc2n1 | 3 | -2 | . | -0.6 | -6 | -3 | 0.3 | .
33 | COc1ccc(C2CC(c3ccc(Cl)cc3Cl)Nc3nc(N)nn32)cc1OC (configuration not stated) | -6 | 1 | -1 | -0.2 | 5 | . | 0.3 | 1
37 | CCOc1ccc(NC(=O)c2cc([N+](=O)[O-])ccc2N2CCOCC2)cc1 | 3 | -15 | 3 | -0.3 | -8 | -1 | 0.0 | 6
32 | COc1ccc(C(CNC(=O)c2ccc(OC)c(S(=O)(=O)N3CCCC3)c2)N2CCCC2)cc1 (configuration not stated) | -2 | -70 | -6 | -0.7 | -7 | 2 | 0.1 | -1
36 | CCS(=O)(=O)N1CC(=O)N2[C@@H](CO)[C@H](c3ccc(C#CC4CC4)cc3)[C@@H]2C1 | -2 | -17 | . | 0.3 | 55 | 2 | 0.0 | .
31 | Cc1cccc(NC(=O)Nc2ccc3c(c2)C(=O)N(C)[C@@H]2CC[C@@H](CC(=O)O)O[C@@H]2CO3)c1 | 1 | -2 | 7 | 0.0 | -1 | -4 | 0.3 | 3
34 | Cc1noc(C)c1S(=O)(=O)Nc1cccc2c1O[C@H](CN(C)C(=O)Nc1ccccc1)[C@H](C)CN([C@@H](C)CO)C2=O | -11 | -44 | 3 | -0.1 | -22 | 4 | -0.7 | 0
